MITF TRPM1 HTS = activators of MITF-driven TRPM1 promoter activity in SK-MEL-5 cells | SK-MEL-5 TRPM1-promoter luciferase, 24 h; % of positive control, neutral wells = 0 | activation, % at 12.5 µM | 0.75% of 300,000 active;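 active = mean activation of at least 80% with every replicate also reaching 80%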;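 also: 0% = neutral control wells and 100% = parthenolide positive control wells; values of inactives mirror those of a sister screen read the other way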
CAL PDZ FP-1 = CAL PDZ (human) peptide binding inhibition | Q9HD26 | inhibition, % at 24.9 µM | AID 602252 | purified CAL PDZ, TMR-peptide fluorescence polarization, 1 h | 0.92% of 300,000 active;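 active = mean inhibition of at least 30% with at least half of replicates also reaching 30%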;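 also: 0% = DMSO neutral control and 100% = excess unlabeled competitor peptide PRC23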
PvdQ acylase = blocks Pseudomonas aeruginosa PvdQ acylase activity. purified PvdQ acylase, fluorescence plate reader. inhibition, % at 10 µM. 0.063% of 340,000 active. AID 488965; in the data active = inhibition above about 30%, passing the limit was not always enough;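 also: 0% = vehicle neutral wells and 100% = reference inhibitor wells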
SR-BI DiI-HDL act = SR-BI HDL lipid transfer activation; activation, % at 12.5 µM; 0.096% of 320,000 active; AID 504775; CHO ldlA[mSR-BI] cells, DiI-HDL uptake fluorescence, 3 h; 100 = double the neutral-control signal;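 active = mean replicate activation of at least 60% and every replicate at or above 60%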;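 also: 0% = median plate neutral-control signal and 100% = twice that signal; values of inactives mirror those of a sister screen read the other way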
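material = CHO ldlA[mSR-BI] cells | medium = Ham's F12 with 0.5% BSA, HEPES 25 mM, pH 7.4 | reagent = fluorescent DiI-HDL, 10 µg/mL final | compound dosing = single-point compound dose | incubation = 3 h, 37 °C | measured by = bottom-read fluorescence, 550/595 nm | measure = HDL uptake via cellular fluorescence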
CAL PDZ FP-2 = human CAL PDZ-peptide interaction inhibition | purified CAL PDZ, TMR-peptide fluorescence polarization, 1 h | inhibition, % at 20 µM | 0.02% of 330,000 active | AID 504414;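 active = highest replicate inhibition of at least 40%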;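 also: plate controls were DMSO neutral control wells for no effect and unlabeled competitor peptide control wells for full effect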
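System: purified tagged CAL PDZ domain construct (CerCALP). Schedule: 1 h incubation at room temperature before polarization reading. Medium: 25 mM sodium phosphate pH 7.4, 150 mM NaCl, TCEP, IgG, Thesit. Read-out: percent inhibition from loss of millipolarization. Measured by: FP readout, S and P plane fluorescence. Probe or stimulus: fluorescent TMR peptide probe.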
SR-BI DiI inh = blocks mouse SR-BI lipid uptake from DiI-HDL. ldlA[mSR-BI] CHO cells, DiI-HDL uptake fluorescence, 3 h. inhibition, % at 12.5 µM. 0.96% of 320,000 active. AID 488896;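 active = mean replicate inhibition of at least 70% and a set share of replicates each scoring 70 or more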;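 also: 0% = median of neutral control wells and 100% = median of positive control wells; values of inactives mirror those of a sister screen read the other way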
Target sequence (Q61009 whole entry, looked up): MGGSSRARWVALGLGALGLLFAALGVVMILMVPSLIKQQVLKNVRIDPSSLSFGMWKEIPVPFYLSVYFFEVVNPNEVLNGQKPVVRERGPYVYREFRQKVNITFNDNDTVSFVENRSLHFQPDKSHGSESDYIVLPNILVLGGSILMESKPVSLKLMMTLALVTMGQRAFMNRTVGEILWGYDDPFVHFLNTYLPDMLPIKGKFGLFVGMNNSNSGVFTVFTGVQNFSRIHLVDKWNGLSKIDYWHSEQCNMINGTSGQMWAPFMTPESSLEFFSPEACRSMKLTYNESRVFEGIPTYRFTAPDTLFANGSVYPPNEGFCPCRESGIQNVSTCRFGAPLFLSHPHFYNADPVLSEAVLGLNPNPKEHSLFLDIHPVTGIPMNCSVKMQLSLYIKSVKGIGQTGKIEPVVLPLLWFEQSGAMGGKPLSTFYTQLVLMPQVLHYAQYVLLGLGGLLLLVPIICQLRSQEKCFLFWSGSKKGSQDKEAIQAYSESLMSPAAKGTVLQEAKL
NSD2 HMT inh = NSD2 (human) methyltransferase inhibition; NSD2 peptide methylation, AlphaScreen, 120 min; 0.54% of 310,000 active; inhibition, % at 12.5 µM; O96028; in the data active = inhibition above about 50%
dFosB act = enhances mouse delta FosB homodimer DNA binding; P13346; activation, % at 25 µM; 0.99% of 340,000 active; purified delta FosB, TAMRA-CDK5 oligo fluorescence polarization; percent of positive-control signal above neutral wells;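 active = mean activation above about 17%, with every replicate also reaching it, limit read from the data, passing the limit was not always enough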;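 also: fluorescence polarization rise as delta FosB binds a TAMRA Cdk5 AP-1 oligo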
Target sequence (P13346 whole entry, looked up): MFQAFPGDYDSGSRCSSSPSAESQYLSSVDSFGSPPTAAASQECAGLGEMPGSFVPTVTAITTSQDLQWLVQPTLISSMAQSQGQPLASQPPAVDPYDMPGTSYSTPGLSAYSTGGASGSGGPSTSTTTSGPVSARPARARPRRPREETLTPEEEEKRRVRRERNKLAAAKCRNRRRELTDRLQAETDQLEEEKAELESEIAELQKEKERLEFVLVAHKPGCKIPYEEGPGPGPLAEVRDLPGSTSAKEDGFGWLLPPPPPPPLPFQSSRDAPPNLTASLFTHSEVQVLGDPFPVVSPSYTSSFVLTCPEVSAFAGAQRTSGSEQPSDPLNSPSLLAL
Rtt109 HAT inh = blocks Candida albicans Rtt109/Vps75 acetyltransferase activity; inhibition, % at 34.9 µM; Q5AAJ8; AID 540336; purified Rtt109/Vps75, ThioGlo CoA-SH fluorescence, 4 h; 0.16% of 330,000 active;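 active = inhibition of at least 50% in every replicate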
PfHsp90 yeast 2 = growth inhibition of yeast expressing Plasmodium Hsp90. S. cerevisiae expressing PfHsp90, BacTiter-Glo ATP, 48 h; yeast lacking PDR1 and PDR3 efflux regulators. inhibition, % at 9.4 µM. 0.32% of 310,000 active;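 active = every replicate shows inhibition above about 80%, whatever the replicate mean, limit read from the data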;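 also: 0% = DMSO neutral controls and 100% = 20 µM radicicol positive controls; yeast relying on Plasmodium falciparum Hsp90 in place of its own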
Starred values were filed as active, the others as inactive; / = not tested or not shown.

cpd	Compound	MITF TRPM1 HTS	CAL PDZ FP-1	PvdQ acylase	SR-BI DiI-HDL act	CAL PDZ FP-2	SR-BI DiI inh	NSD2 HMT inh	dFosB act	Rtt109 HAT inh	PfHsp90 yeast 2
1	CCOC(=O)c1cnn(-c2ncnc3sc(CC)cc23)c1N	3	-1	-5	9	-1.0	-9	-4	-11	1	4
2	CC(C)(CNS(=O)(=O)c1ccc(Cl)cc1)N1CCCCC1	11	-5	-15	5	-3.6	-5	9	0	-8	-8
3	CCCSc1nnc(NC(=O)c2ccco2)s1	29	-1	2	13	-1.6	-13	/	0	-5	-2
4	O=Cc1cn(CCC(=O)O)nc1-c1cccc2ccccc12	1	1	-17	17	0.5	-17	-1	4	-10	6
5	CCCCCN(C(=O)CCC(=O)OC(C)C(=O)NC1CCCCC1)c1c(N)n(CCCC)c(=O)[nH]c1=O (stereo unspecified)	0	8	4	1	-2.0	-1	0	-8	17	/
6	Cn1cc(C(=O)NC2CCCCCCC2)c(=O)c2cc(S(=O)(=O)N3CCCC3)ccc21	/	2	-1	11	-1.4	-11	-1	-9	1	/
7	Cc1cc(-c2nc3ccccc3[nH]2)ccc1N	75	-2	-5	-2	0.5	2	-4	-2	0	13
8	CCOC(=O)c1c(C)n(C)c2ccc(OC)c(NC(=O)CN3CCCCC3)c12	-12	-2	-5	-3	-0.3	3	-1	-2	-9	0
9	COc1ccc(Nc2cc(C)nc3ccccc23)cc1	-1	-7	3	8	-2.2	-8	2	8	13	-19
10	CCCCN(c1ccccc1)S(=O)(=O)c1ccc2c(c1)CCN2C(=O)CCC(=O)O	-2	-2	-8	39	-2.1	-39	/	-9	0	-41
11	Cc1ccc(C)c(S(=O)(=O)N2CCCC2CNC(=O)C(=O)NCCc2ccco2)c1 (stereo unspecified)	-5	/	-10	6	-0.1	-6	-1	0	0	-47
12	Cc1cc(C)c(NC(=O)CC(=O)c2ccccc2)c(Cl)c1	40	-4	-6	3	0.3	-3	-1	-3	-10	-2
13	NC(=O)CSc1nnnn1CC(CC(=O)O)c1ccccc1 (stereo unspecified)	-1	2	5	7	-2.0	-7	-6	-3	27	13
14	CCCCN(C(=O)C1CSC2(C)CCC(=O)N12)c1c(N)n(Cc2ccccc2)c(=O)[nH]c1=O (stereo unspecified)	2	-2	-15	12	-1.5	-12	1	0	-9	-7
15	Cc1ccc(S(=O)(=O)N2CCN(S(=O)(=O)N3CCCCC3)CC2)cc1	/	7	-5	6	-0.6	-6	-2	0	0	/
16	Cc1cc(F)ccc1Oc1cc(NN2CCCCC2)c([N+](=O)[O-])cc1[N+](=O)[O-]	-2	-2	-11	-18	-0.3	18	/	1	1	28
17	O=C(Nc1ccccc1C(=O)O)c1cc(S(=O)(=O)N2CCOCC2)c(Br)s1	-3	1	1	20	-1.7	-20	-1	-9	24	-1
18	COc1ccc(NC2CCCN(C(=O)C3(C)CCCCC3)C2)cc1OC (stereo unspecified)	-1	/	-5	22	-1.3	-22	6	-4	5	-12
19	CCN1CCN(C(=S)Nc2ccc(Cl)c(Cl)c2)CC1	6	2	-10	22	-0.7	-22	16	-2	2	16
20	O=C(N/N=C/c1ccccc1Cl)c1ccncc1	/	-5	12	-1	0.0	1	-1	1	-1	-7
21	Cc1cc(NC(=O)c2ccc3c(c2)OCO3)no1	13	-3	2	36	/	-36	32	-1	4	17
22	O=C(CCCN=C1NS(=O)(=O)c2ccccc21)OCC(=O)c1ccc(Br)cc1	-3	-3	-11	1	-5.4	-1	0	2	3	0
23	CC1(C)OC(C)(C)/C(=C\c2ccc(OCC(N)=O)cc2)C1=O	1	-1	-13	-8	0.2	8	-3	1	9	-19
24	O=c1c(C(c2nnnn2C2CCCCC2)N2CCCCC2)coc2ccc(Cl)cc12 (stereo unspecified)	/	-5	-4	-51	-1.4	51	/	-1	-1	-56
25	O=[N+]([O-])c1cc2c(cc1CN1CCN(c3ccccc3F)CC1)OCO2	/	0	-7	-1	-4.1	1	0	-5	-1	-2
26	CC(=O)Nc1ccc(S(=O)(=O)NCC(=O)OCC(=O)N2CCCCCC2)cc1	-4	4	-3	16	0.3	-16	-1	-6	1	-3
27	O=C(CN1C(=O)NC2(CCCC2)C1=O)Nc1nc2ccccc2s1	-9	-3	-4	18	-3.6	-18	3	-17	3	-19
28	CCNC(=O)COC(=O)c1sccc1C	2	5	-6	-13	0.1	13	-1	-5	3	11
29	CN(CC(=O)Nc1cccc(F)c1)C(=O)c1sccc1-c1ccccc1	2	-1	-8	-15	-2.1	15	-2	-12	12	/
30	Cc1cc(C(=O)NCCc2ccccc2)c2cc(F)ccc2n1	2	-1	-18	4	-3.1	-4	-1	-5	1	-7
31	Cc1nn(C)c(Oc2ccccc2)c1CCNC(=O)CCl	-3	/	-13	-5	-0.6	5	-2	-1	-4	11
32	COc1ccccc1NC(=O)Cn1c(=O)c(N(C)C)c(N)n(C)c1=O	2	-4	-1	4	-3.1	-4	4	-2	-8	-27
33	O=S1(=O)N=C(Oc2cccc3ccccc23)c2ccccc21	/	1	9	38	0.4	-38	1	0	0	0
34	CCOc1cc(NC(=S)Nc2ccccc2)c(OCC)cc1NC(=O)c1ccccc1	6	-6	9	-81	-0.3	81*	12	-6	3	-8
35	CC(=O)c1c(C)nc2ccc(Br)cc2c1-c1ccccc1	7	18	-6	-14	-3.1	14	0	-9	/	4
36	COc1ccc(C(=O)Nc2ccc(NC(C)=O)cc2)cc1S(=O)(=O)N1CCCCC1C (stereo unspecified)	/	1	8	-53	-1.4	53	/	-7	15	-6
37	O=C(NC(CO)c1ccccc1)c1ccco1 (stereo unspecified)	11	/	-17	19	0.1	-19	3	9	-6	-5
38	CCOC(=O)/C(O)=C/c1ncc(C(F)(F)F)cc1Cl	/	0	7	5	-1.4	-5	3	-1	15	-2
39	NS(=O)(=O)c1ccc(CCNC(=O)c2ccc3c(c2)OCO3)cc1	0	-7	-8	/	-4.1	/	21	-2	2	-11
40	CC1Cc2ccccc2N1S(=O)(=O)c1cccc(C(=O)N2Cc3ccccc3CC2C(N)=O)c1 (stereo unspecified)	-11	-1	-11	-53	-0.3	53	2	-3	10	-26
41	O=C(Nc1ccccc1C(=O)Nc1ccc(Br)cn1)c1cccc([N+](=O)[O-])c1	/	-2	-18	-29	-0.8	29	-3	-6	7	-11
42	Cc1cc(C)n2nc(SCC(=O)N(Cc3ccccc3)C3CCS(=O)(=O)C3)nc2n1 (stereo unspecified)	-3	2	-18	21	-1.3	-21	-1	-2	-1	2
43	COc1ccc(CNC(=O)c2cc3c(s2)CN(Cc2ccccc2)C3)cc1	0	3	-10	9	-0.1	-9	/	-7	4	19
44	COc1ccc(/C(=N/O)C(C)(C)NO)cc1	19	-3	3	18	-0.5	-18	-2	4	6	3
45	CN(C(=O)c1c[nH]c(=O)cc1C(F)(F)F)c1ccc(Cl)c(Cl)c1	/	-2	-11	4	-1.0	-4	-3	-3	5	-26
46	COc1cccc(-c2sc3ccc(OC)cc3c2C#CCCO)c1	4	-3	-30	-62	-0.4	62	/	-5	6	-22
47	CCN(CC)S(=O)(=O)c1ccc(C(=O)NCc2nnc(SCC(=O)OC)n2C)cc1	-6	-5	1	33	-2.2	-33	/	-2	-19	19
48	COc1ccc(N(CC(=O)Nc2ccc(C)c(F)c2)S(=O)(=O)c2c(C)noc2C)cc1	11	-2	-16	15	-2.4	-15	-3	-13	-4	-39
49	CCC(=O)N1CCN(c2ccc(NC(=O)COc3ccc(CC)cc3)cc2)CC1	-14	-2	-4	-5	-1.5	5	1	-1	-2	-47
50	CC1(c2nnc(Cc3ccccc3)o2)CC(c2ccncc2)=NO1 (stereo unspecified)	2	-1	-8	14	-0.2	-14	/	-3	4	24

Gathered by group, those above containing a furan ring, fused or not
cpd	Compound	MITF TRPM1 HTS	CAL PDZ FP-1	PvdQ acylase	SR-BI DiI-HDL act	CAL PDZ FP-2	SR-BI DiI inh	NSD2 HMT inh	dFosB act	Rtt109 HAT inh	PfHsp90 yeast 2
3	CCCSc1nnc(NC(=O)c2ccco2)s1	29	-1	2	13	-1.6	-13	/	0	-5	-2
11	Cc1ccc(C)c(S(=O)(=O)N2CCCC2CNC(=O)C(=O)NCCc2ccco2)c1 (stereo unspecified)	-5	/	-10	6	-0.1	-6	-1	0	0	-47
37	O=C(NC(CO)c1ccccc1)c1ccco1 (stereo unspecified)	11	/	-17	19	0.1	-19	3	9	-6	-5

The list continues.
The line under a structure holds: MITF TRPM1 HTS | CAL PDZ FP-1 | PvdQ acylase | SR-BI DiI-HDL act | CAL PDZ FP-2 | SR-BI DiI inh | NSD2 HMT inh | dFosB act | Rtt109 HAT inh | PfHsp90 yeast 2
51	CCCOC(=O)c1c(-c2ccccc2)nc(CC)c(C(=O)SCC)c1CCC
    2 | -2 | 2 | -21 | -1.6 | 21 | / | 0 | -2 | -8
52	COC(=O)c1cccnc1-n1c(=O)c2cccnc2n(Cc2cccc(OC)c2)c1=O
    / | 2 | 4 | 15 | 0.2 | -15 | / | -6 | 7 | 1
53	COC(=O)c1c(NC(=O)C2=COCCO2)sc(C)c1C
    14 | -5 | 10 | -33 | -3.2 | 33 | 0 | -11 | -8 | /
54	Cn1c(=O)n(C)c2cc(NC(=O)CSc3nnc(-c4ccccc4O)n3-c3ccccc3)ccc21
    7 | -4 | -22 | -39 | -2.2 | 39 | 1 | -20 | -4 | 14
55	NC(=O)c1ccc(NC(=O)CC23CC4CC(CC(Br)(C4)C2)C3)cc1
    -10 | 1 | 0 | 21 | -3.4 | -21 | 0 | 1 | -11 | 24

3 entries drawn at random from those above:
The line under a structure holds: MITF TRPM1 HTS | CAL PDZ FP-1 | PvdQ acylase | SR-BI DiI-HDL act | CAL PDZ FP-2 | SR-BI DiI inh | NSD2 HMT inh | dFosB act | Rtt109 HAT inh | PfHsp90 yeast 2
38	CCOC(=O)/C(O)=C/c1ncc(C(F)(F)F)cc1Cl
    / | 0 | 7 | 5 | -1.4 | -5 | 3 | -1 | 15 | -2
25	O=[N+]([O-])c1cc2c(cc1CN1CCN(c3ccccc3F)CC1)OCO2
    / | 0 | -7 | -1 | -4.1 | 1 | 0 | -5 | -1 | -2
32	COc1ccccc1NC(=O)Cn1c(=O)c(N(C)C)c(N)n(C)c1=O
    2 | -4 | -1 | 4 | -3.1 | -4 | 4 | -2 | -8 | -27

Screens: PubChem, Broad Institute
